HIV peptide binding = cell-free HIV fusion peptide-binding blockers – biochemical, uHTS, fluorescence dequenching, primary screen (AID 1986); cell-free peptide binding, fluorescence dequenching, 30 min; higher % means a stronger effect; inhibition, % at 20 µM; hits with a dose series show IC50 in µM; hit rate 0.3% among 290,000; in the data active = inhibition mostly above about 52%, no sharp cut-off; inactive = mostly below about 76%; also: some results filed as inactive read as strong as hits
KOR beta-arrestin-1 = kappa opioid receptor activators – cell-based, luminescence, uHTS, primary screen (AID 1777) | KOR beta-arrestin recruitment, luminescence; higher % means a stronger effect | hit rate 0.02% among 280,000 | activation, % at 10 µM; hits with a dose series show EC50 in µM; in the data active = activation above about 50%, passing the limit was not always enough; also: a part of the inactive calls stands beside numbers as strong as those of hits
NOD2 inhibition = NOD2 signaling inhibitors, cell-based, luminescence, uHTS, HEK293 (AID 1566) | HEK293 NOD2/NF-kB luciferase reporter, luminescence; higher % means a stronger effect | inhibition, % at 4 µM, or EC50 in µM where a hit was titrated | hit rate 0.63% among 290,000; also: many of its hits are not listed in these tables
GPR55 LPI antagonism = inhibition of LPI-stimulated GPR55 beta-arrestin translocation – imaging, U2OS, beta-arrestin-GFP, LPI agonist, primary screen (AID 2013). U2OS GPR55 beta-arrestin-GFP translocation imaging, LPI antagonism; higher % means a stronger effect. one-dose inhibition, % at 10 µM; IC50 in µM for titrated hits. hit rate 0.13% among 290,000;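 active = spots per cell inhibited over 60%, with over 100 cells counted and total cytoplasm intensity under 500,000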;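 also: U2OS cells stably carrying GPR55 and arrestin-GFP stimulated by 5 µM LPI near EC80; imaged beta-arrestin-GFP aggregate spots per cell after agonist stimulation; plate controls were LPI-stimulated DMSO wells for no effect and DMSO wells without LPI for full effect; some results filed as inactive read as strong as hits; confirmed hits need IC50 under 10 µM and bright autofluorescent wells are also inconclusive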
GPR35 arrestin U2OS = GPR35 antagonists blocking zaprinast-driven arrestin recruitment, primary screen, imaging, U2OS, beta-arrestin-GFP, zaprinast agonist (AID 2058). inhibition, % at 10 µM, or IC50 in µM where a hit was titrated. hit rate 0.052% among 290,000. U2OS GPR35 beta-arrestin-GFP translocation imaging, zaprinast antagonism; higher % means a stronger effect;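 active = inhibition of at least 50% with at least 30 cells and total cytoplasm GFP at most 10,000,000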
KOR beta-arrestin-2 = KOR antagonists, beta-arrestin recruitment, cell-based, luminescence, uHTS (AID 1778); hit rate 0.091% among 290,000; KOR beta-arrestin recruitment, luminescence, antagonist mode; higher % means a stronger effect; one-dose inhibition, % at 10 µM; IC50 in µM for titrated hits; also: strong numbers were not always called active
Myeloid diff MLP = promotes myeloid progenitor differentiation. ER-HoxA9 myeloid progenitors, lysozyme-GFP differentiation, flow cytometry. calls only at 10 µM. hit rate 1% among 360,000. AID 624256;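 active = normalized GFP-positive differentiation at or above the plate's own cutoff, the solvent-only control mean plus 3 SD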;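 also: cells exposed to compound for four days before flow analysis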
NOD1 inhibition = NOD1 signaling inhibitors, primary screen, cell-based, luminescence, uHTS (AID 1578). hit rate 1% among 290,000. one-dose inhibition, % at 4 µM; EC50 in µM for titrated hits. NOD1-driven NF-kB luciferase reporter cells, luminescence; higher % means a stronger effect; in the data active = inhibition mostly above about 36%, no sharp cut-off; inactive = mostly below about 34%;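 also: HEK-293T reporter cells stimulated with the NOD1 agonist gamma-tri-DAP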
GPR55 beta-arrestin = GPR55 agonists via beta-arrestin recruitment, primary screen, imaging, U2OS cells, beta-arrestin-GFP redistribution (AID 1961) | U2OS GPR55 beta-arrestin-GFP redistribution imaging; higher % means a stronger effect | activation, % at 10 µM; hits with a dose series show EC50 in µM | hit rate 0.048% among 290,000;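 active = activation above 40% with more than 50 cells counted in the well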;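 also: U2OS osteosarcoma cells stably expressing GPR55 and beta-arrestin-GFP; plate controls were DMSO negative control for no effect and LPI positive control for full effect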
Myeloid diff MLP GFP+ MAC1+ % = further read-out of Myeloid diff MLP, marked with its call; GFP+ MAC1+ double positive, %; measured here: differentiation confirmed by MAC1 staining
* marks the source's active call; other numbers are inactive results; i = inactive; . = no result given; + = active, no number; [ ] = remark or other dose. Rule as the data show it, unless noted: active = inhibition above about 50%; inactive = the rest. An excerpt, so the mix of outcomes need not match the whole.

SMILES	HIV peptide binding	KOR beta-arrestin-1	NOD2 inhibition	GPR55 LPI antagonism	GPR35 arrestin U2OS	KOR beta-arrestin-2	Myeloid diff MLP	Myeloid diff MLP GFP+ MAC1+ %	NOD1 inhibition	GPR55 beta-arrestin
O=C(CCC(=O)N1CCN(c2ccccc2F)CC1)N1CCN(c2ccc(F)cc2)CC1	0.2%	-0.9%	28%	0%	-5%	-6%	.	.	25%	-0.1%
COCCC1CCCCN1C(=O)c1cc(COc2ccc(C)nc2)on1 (centres undefined)	-1.6%	0.1%	11%	8%	8%	5%	i	0.8	11%	0.3%
CS(=O)(=O)N1CCC(C(=O)Nc2ccc(Cl)c(C(F)(F)F)c2)CC1	-1.1%	-4.4%	1%	10%	2%	52%	i	5.0	-10%	0.9%
Cc1cc(C)c2c(=O)cc(C(F)(F)F)oc2n1	0.1%	-5.1%	7%	5%	1%	-2%	i	0.7	-33%	0.4%
CC(=O)Nc1cccc(NC(=O)CSc2nc(C3CC3)nc3ccccc23)c1	0.5%	0.6%	-12%	-2%	0%	-22%	i	0.0	14%	0.0%
Cc1ccc(SCc2nc3ccccc3[nH]2)cc1	-0.8%	0.5%	-74%	-6%	-7%	18%	i	8.1	9%	-0.1%
CCOC(=O)Cc1cc(OC)c(OC)cc1Cc1cc(OC)c(OC)cc1CC(=O)OCC	-1.5%	0.6%	13%	19%	7%	8%	i	12	-24%	-0.1%
O=C(NCc1ccco1)/C(=C\C=C\c1ccccc1)NC(=O)c1ccccc1Br	3.4%	1.0%	16%	2%	-14%	-38%	i	1.3	-6%	0.2%
CCn1c(SCC(=O)NCc2ccccc2)nnc1-c1cccnc1	-1.3%	-14%	2%	12%	-13%	-17%[20 µM]	i	0.9	-20%	-0.1%
CN(Cc1cnccn1)C(=O)C1CCC(=O)N(CCc2ccc(Cl)cc2)C1 (centres undefined)	-1.3%	5.4%	19%	12%	-30%	21%	i	0.6	-17%	0.3%
CCOC(=O)N1CCN(C(=O)CSc2ccc(-c3ccccc3OC)nn2)CC1	-1.4%	-4.5%	3%	8%	-8%	0%	.	.	-39%	-0.5%
COc1cccc(/C=N/NC(=O)CN2CC(c3ccccc3)CC2=O)c1O (centres undefined)	-0.9%	0.7%	-57%	-2%	-11%	-22%	i	0.3	-4%	0.1%
C/C(=N\Nc1ccc([N+](=O)[O-])cc1[N+](=O)[O-])c1cc2c(ccc3ccccc32)oc1=O	-1.4%	-2.6%	6%	1%	9%	-5%	.	.	-19%	-0.3%
O=C(Cc1ccc(Br)cc1)N1CCCC1	0.0%	-3.6%	-15%	13%	-4%	-31%[20 µM]	i	0.5	-25%	-0.1%
CN(C)CC(O)COc1cc2ccccc2cc1C(=O)N1CCCCC1 (centres undefined)	-1.8%	-6.5%	4%	7%	4%	-13%	i	0.7	-9%	0.1%
Cc1ccc(NC2=C(Cl)C(=O)N(C3CCCCC3)C2=O)cc1	1.1%	-0.9%	-9%	0%	9%	-13%	i	0.3	-37%	-0.4%
COc1cccc(-c2cc(C(=O)Nc3c(C)n(C)n(-c4ccccc4)c3=O)no2)c1	-1.0%	-8.1%	16%	6%	-8%	16%	i	0.7	-5%	0.2%
COc1ccc(N2CCN(C(=O)CCS(=O)(=O)c3ccc(OC)cc3)CC2)cc1	0.3%	6.6%	9%	-9%	0%	16%	i	0.1	-35%	0.5%
Oc1ccc(/C=N/N=C(c2ccccc2)c2ccccc2)c(O)c1O	28%	-1.5%	9%	29%	-8%	24%	i	6.0	10%	-0.1%
N#CC1(P(=O)(c2ccccc2)c2ccccc2)CC1	1.0%	-7.2%	25%	8%	-2%	-22%	i	1.0	22%	-0.1%
COc1cc(NC2c3ccccc3C(=O)N2Cc2ccccc2Cl)cc(OC)c1OC (centres undefined)	0.0%	1.5%	18%	12%	-3%	27%	i	0.4	-7%	-0.1%
COc1cc2c(C(=O)NCCCN3CCN(c4cccc(Cl)c4)CC3)cn(C)c(=O)c2cc1OC	-0.7%	8.2%	12%	0%	-4%	-15%	i	1.1	17%	0.3%
CCc1c(C)nc(N)n2c(SCC(=O)Nc3ccccc3)nnc12	0.9%	-0.4%	20%	6%	10%	19%	i	0.6	6%	0.0%
Cc1c(C(=O)O)oc2ccc(S(=O)(=O)N3CCCCC3C(=O)O)cc12 (centres undefined)	-1.5%	-5.5%	7%	4%	-12%	33%	i	1.6	3%	0.3%
Cc1ccc(NC(=O)c2cccs2)cc1NC(=O)c1cccc(F)c1	0.1%	2.9%	22%	3%	-7%	-43%[20 µM]	i	0.0	20%	-0.4%
c1cncc(-c2nn3c(Cn4cnc5ccccc54)nnc3s2)c1	-2.8%	-2.4%	-9%	-9%	3%	-12%	i	3.8	32%	-0.1%
CC(=O)NCCc1nc2cc(NC(=O)COc3ccc(C)cc3)ccc2n1C	-1.2%	1.1%	1%	1%	27%	-17%	i	0.5	6%	-0.2%
CN(C)S(=O)(=O)c1cc(NC(=O)COC(=O)Cc2cccc3ccccc23)ccc1Cl	-2.1%	-4.3%	10%	13%	-4%	7%	i	0.6	-14%	0.4%
COC(=O)c1sccc1NC(=O)Nc1cccc(C)c1C	-0.4%	-5.4%	10%	-8%	-10%	9%	i	8.9	-22%	0.3%
CCC(NC(=O)C1C2C=CC(C2)C1C(=O)O)c1ccc(C)cc1 (centres undefined)	-0.9%	2.1%	2%	-8%	1%	10%	i	1.6	21%	-0.1%
COc1cc2oc(=O)cc(C)c2c(OC)c1OC	0.8%	1.8%	10%	-4%	1%	-47%	i	0.4	-29%	0.4%
O=C(CCN1C(=O)/C(=C/c2ccccc2Cl)SC1=S)Nc1ccccn1	0.1%	-3.9%	10%	12%	-6%	-4%	i	4.5	-14%	-0.1%
Cn1c(Nc2ccc(F)cc2)nc2ccccc21	1.7%	10%	-3%	7%	-1%	-19%	i	0.3	-18%	-0.1%
CCC(C)OC(=O)C1=C(C)OC23OC(N)=C(C#N)C12C(=O)c1ccccc13 (centres undefined)	0.1%	3.2%	16%	7%	5%	15%	i	0.5	-14%	0.7%
Cc1noc(C)c1C(=O)N1CCN(S(=O)(=O)c2ccc(F)cc2)CC1	-0.3%	-3.0%	9%	3%	-4%	5%	i	0.3	-42%	-0.4%
O=C(CCN1CCOCC1)NNC(=S)NC(=O)c1ccc(Br)cc1	0.6%	-4.4%	12%	-16%	8%	0%	i	0.3	-29%	0.0%
O=C(NC12CC3CC(CC(C3)C1)C2)N1CCC(O)CC1	1.0%	-1.3%	4%	-3%	-10%	0%	i	0.9	-32%	-0.1%
COc1cc(/C=C2/C(=O)N(c3ccc(Br)cc3)N=C2C)cc(OC)c1OC	9.5%	-4.1%	20%	13%	9%	-19%	i	0.7	8%	1.2%
Cn1c(=O)c2c(nc(NCCO)n2CCc2ccccc2)n(C)c1=O	-1.7%	-2.8%	18%	17%	-10%	-12%	i	4.6	10%	0.0%
CCOc1cc(-c2noc(CCCC(N)=O)n2)cc(Br)c1OC	-2.3%	-6.5%	9%	-12%	3%	-19%	i	1.3	-5%	-0.2%
CCn1c(=O)c(=O)n(CC)c2cc(S(=O)(=O)Nc3cccc(OC)c3)ccc21	0.6%	-7.6%	11%	-8%	15%	-14%	+	13*	-20%	-0.1%
CC(C)CN(CC(C)C)C(=O)COc1ccccc1C(N)=O	0.0%	2.4%	21%	-11%	-13%	-25%	i	0.6	-39%	-0.4%
CCCCc1ccc(NC(=S)Nc2ccc(Cl)c(S(=O)(=O)N(C)C)c2)cc1	2.1%	6.4%	6%	20%	0%	18%	i	0.9	2%	0.1%
CCc1ccc(NC(=O)C(NS(=O)(=O)c2ccc3c(c2)CCN3C(C)=O)C(C)C)cc1 (centres undefined)	-1.8%	-3.3%	-18%	-37%	12%	53%	i	0.0	32%	-0.2%
CCc1ccccc1N(C(=O)c1snc(C(N)=O)c1N)C(C(=O)NCC1CCCO1)c1c[nH]c2ccccc12 (centres undefined)	-0.3%	0.3%	25%	-7%	10%	-6%	i	0.5	4%	-0.2%
CCOc1cccc2sc(NN)nc12	1.2%	-3.1%	-1%	1%	-12%	-16%	i	0.4	-31%	-0.5%
COC(=O)c1c(CCl)noc1C(=O)NCC1CCCO1 (centres undefined)	-0.4%	-1.0%	21%	19%	-8%	1%	i	1.5	4%	0.1%
CCC(C)Oc1cccc(C(=O)Nc2ccccc2N2CCOCC2)c1 (centres undefined)	-2.7%	0.0%	16%	0%	14%	10%	i	0.4	-11%	-0.1%

Overlap with the part before: two entries, followed by the next part.
SMILES	HIV peptide binding	KOR beta-arrestin-1	NOD2 inhibition	GPR55 LPI antagonism	GPR35 arrestin U2OS	KOR beta-arrestin-2	Myeloid diff MLP	Myeloid diff MLP GFP+ MAC1+ %	NOD1 inhibition	GPR55 beta-arrestin
COC(=O)c1c(CCl)noc1C(=O)NCC1CCCO1 (centres undefined)	-0.4%	-1.0%	21%	19%	-8%	1%	i	1.5	4%	0.1%
CCC(C)Oc1cccc(C(=O)Nc2ccccc2N2CCOCC2)c1 (centres undefined)	-2.7%	0.0%	16%	0%	14%	10%	i	0.4	-11%	-0.1%
CCCCc1ccc(NC(=S)NCc2cccc(OC)c2)cc1	0.6%	2.0%	-7%	2%	-2%	1%[20 µM]	i	0.7	-11%	-0.1%
O=c1[nH]c(CN2CCN(c3ccccn3)CC2)nc2c(Br)cc(Br)cc12	2.4%	1.9%	32%	5%	-2%	-3%	i	0.5	-7%	0.3%
Cc1cc(OC(C)C(=O)NCc2ccccn2)c2c(C)c(C)c(=O)oc2c1 (centres undefined)	0.9%	3.9%	3%	7%	-7%	-11%	i	0.7	-35%	-0.1%
COc1ccc(S(=O)(=O)N(C)c2ccc(C(=O)NC3CCCC3)cc2)cc1	0.5%	-1.0%	18%	1%	-16%	-9%	i	0.6	-12%	0.5%
Cc1nc(N2N=C(c3ccc(Cl)cc3)CC2c2ccco2)sc1C(=O)N(C)C (centres undefined)	11%	0.1%	-18%	3%	-4%	-14%	+	0.4*	-24%	0.3%
N#CC1=C(N)Oc2ccc3ccccc3c2C1c1cccnc1 (centres undefined)	-1.9%	-1.4%	-8%	-17%	1%	-23%	.	.	-4%	-0.1%
CCc1ccc(CCC(=O)Nc2ccc(C(=O)O)cc2)o1	9.5%	0.5%	4%	6%	30%	-18%	i	0.0	-17%	-0.2%
COc1ccc(C)cc1S(=O)(=O)N1CCC(C(=O)NCCC2=CCCCC2)CC1	-1.7%	-4.7%	-10%	-9%	6%	-17%	i	5.3	4%	-0.1%
O=C(c1ccc(CS(=O)(=O)c2ccccc2)o1)N1CCN(c2ncccn2)CC1	0.9%	-7.1%	-5%	-2%	5%	27%	i	3.5	-6%	-0.1%

High-throughput results deposited in PubChem BioAssay by several laboratories.
